PTAP TSG101 blk = qHTS Assay for Iinhibitors of HIV-1 Budding by Blocking the Interaction of PTAP/TSG101; Fluorescence polarization, FITC-PTAP peptide / Tsg101 binding; Tumor susceptibility gene 101 protein (Homo sapiens), Q99816; Potency, µM (highest dose often 115 µM), for the others: at the highest dose activity change, negative = inhibition, most hits filed as inhibitors; 340,000 tested, under 10 active; AID 493005, 2010; active = well fitted inhibition curve with a large enough effect in the main read-out, with a control signal flat, not every such curve was filed as active; inconclusive = small, poorly fitted or top-dose-only effect, or effect the other way, or a change in a side signal; inactive = no such curve, though single readings can be large or run the other way; also: potency is read from the fitted curve at half-maximal effect; % of control where 0% means no effect
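Compounds were pin-transferred onto Tsg101 binding domain (10 uM final) in HEPES pH 7.5 buffer, then FITC-PTAP peptide was added at 50 nM final. After 20 min at RT, polarization reported peptide displacement across a qHTS concentration series.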
BCR signal inh = qHTS Assay to Find Inhibitors of Chronic Active B-Cell Receptor Signaling. actives 0.05% (n = 340,000). ABC-DLBCL IkBa-CBG/CBR reporter, luminescence ratio, 4 h. Potency, µM (doses to about 46.1 µM), for the others: at the highest dose ratio change, negative = lower green/red ratio, usual class: inhibitors; active = well fitted inhibition curve with a large enough effect in the signal ratio, with a control signal flat, not every such curve was filed as active; inconclusive = small, poorly fitted or top-dose-only effect, or effect the other way, or a change in a side signal; the % refers to the signal ratio;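 also: potency is read from the fitted curve at half-maximal effect; plate controls were basal doxycycline-induced cells for no effect and cells given 10 µM MG132 for full effect; MG132 reads +100%, hits lower the ratio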
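TMD8 human ABC-DLBCL cells with doxycycline-inducible IκBα–green luciferase fusion and unfused red luciferase, in 0.5% FBS medium; compounds up to 46 uM, 4 h at 37C. Green/red luminescence ratio, filter-overlap corrected, fitted to concentration-response curves.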
USP2a inh = qHTS Assay for Inhibitors of Ubiquitin-specific Protease USP2a Using CHOP2 as the Reporter; Potency, µM (series often up to 38.3 µM), without a hit: top-dose activity change, negative = inhibition, hits mostly inhibitors; AID 463254, 2010; actives 0.01% (n = 330,000); USP2 core, Ub-CHOP2 coupled fluorogenic reporter, 485/531; Ubiquitin carboxyl-terminal hydrolase 2 (Homo sapiens), O75604;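 also: potency is read from the fitted curve at half-maximal effect; plate controls were DMSO wells for no effect and full inhibition by NEM control for full effect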
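Deubiquitinase activity read as fluorescence (485/531 nm) after Ub-CHOP2 cleavage activates the enterokinase reporter on its substrate; USP2 core 10nM, Ub-CHOP2 and substrate 25nM each, 30min compound preincubation then 60min RT; data normalized to NEM, curves fitted.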
Mito fusion act = qHTS Assay for Small Molecule Inhibitors of Mitochondrial Division or Activators of Mitochondrial Fusion; S. cerevisiae fusion-defective mutant growth rescue, CellTiterGlo 48 h; Potency, µM (doses to about 46.1 µM), inactives show at the top dose growth rescue (activation), most hits filed as activators; actives 0.23% (n = 320,000); AID 485298, 2010;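 also: potency is read from the fitted curve at half-maximal effect; % of control where 0% means no effect; nearly all actives have a fitted effect of over 45% in size; temperature-sensitive fusion mutants such as fzo1-1 at 37 °C on non-fermentable ethanol glycerol medium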
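Yeast fusion mutant, YPEG (non-fermentable carbon), compound, 48 h at 37C non-permissive; CellTiterGlo added, 10 min RT, luminescence read. Rescued growth = division inhibition.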
ELG1 DNA repair = qHTS screen for small molecules that inhibit ELG1-dependent DNA repair in human embryonic kidney (HEK293T) cells expressing luciferase-tagged ELG1; actives 2.3% (n = 330,000); Potency, µM (titrated, usually from 46.1 µM), for the others: at the highest dose activity change, negative = inhibition, most hits filed as inhibitors; HEK293T ELG1-luciferase reporter, luminescence, 16 h; DNA damage induced by 5-fluorouridine; also: potency is read from the fitted curve at half-maximal effect; % is scaled to controls: 0 for no effect and ±100 for the full control effect; nearly all actives have a fitted effect of over 55% in size
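DMSO vehicle served as the neutral condition. Each well held 2,000 cells given 5-fluorouridine plus compound; after 16 hr at 37 °C/5% CO2, ONE-Glo was added and luciferase measured 30 min later.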
B2AR arrestin = qHTS assay of beta-arrestin-biased ligands of beta2-adrenergic receptor. beta-arrestin recruitment to beta2AR, cell-based reporter. Beta-2 adrenergic receptor (Homo sapiens), P07550. Potency, µM (top dose mostly 46.1 µM), inactives show at the highest dose activation, hits mostly activators. actives 0.02% (n = 330,000). AID 492947, 2010;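 also: potency is read from the fitted curve at half-maximal effect; 0% = DMSO controls and full agonism = EC100 isoproterenol or metaproterenol; nearly all actives have a fitted effect of over 65% in size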
Target sequence (P07550 whole entry, looked up): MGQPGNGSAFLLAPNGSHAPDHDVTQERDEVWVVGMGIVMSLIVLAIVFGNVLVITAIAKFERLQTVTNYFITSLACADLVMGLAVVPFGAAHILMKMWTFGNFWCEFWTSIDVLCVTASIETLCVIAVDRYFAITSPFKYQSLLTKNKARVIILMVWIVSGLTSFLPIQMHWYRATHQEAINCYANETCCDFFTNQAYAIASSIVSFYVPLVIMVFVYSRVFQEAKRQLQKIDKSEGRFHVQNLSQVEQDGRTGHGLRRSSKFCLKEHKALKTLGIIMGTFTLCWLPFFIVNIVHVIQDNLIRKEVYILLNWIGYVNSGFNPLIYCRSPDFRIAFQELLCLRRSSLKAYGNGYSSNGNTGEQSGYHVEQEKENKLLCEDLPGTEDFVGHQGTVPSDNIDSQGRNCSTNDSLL
uPA surface inh = qHTS for Inhibitors of Cell Surface uPA Generation; cell surface uPA generation assay, qHTS; Potency, µM (series often up to 38.3 µM), for inactives: at the highest dose activity change, negative = inhibition, usual class: inhibitors; actives 0.31% (n = 330,000); AID 540303, 2011; active = well fitted inhibition curve with a large enough effect; inconclusive = small, poorly fitted or top-dose-only effect; inactive = no such curve, though single readings can be large or run the other way; tested in mouse RAW 264.7 cells; also: potency is read from the fitted curve at half-maximal effect; % is scaled to controls: 0 for no effect and ±100 for the full control effect; nearly all actives have a fitted effect of over 55% in size
Tb PFK inh = qHTS Assay to Find Inhibitors of T. brucei phosphofructokinase | AID 485367, 2010 | T. brucei PFK, ADP-Glo luminescence | Potency, µM (series often up to 57.5 µM), without a hit: at the top dose activity, negative = inhibition, actives largely listed as inhibitors | ATP-dependent 6-phosphofructokinase (Trypanosoma brucei brucei), O15648 | actives 0.17% (n = 330,000);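 also: potency is read from the fitted curve at half-maximal effect; 0% = uninhibited 1x PFK enzyme wells and -100% = no-enzyme wells; nearly all actives have a fitted effect of over 60% in size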
Target sequence (O15648 whole entry, looked up): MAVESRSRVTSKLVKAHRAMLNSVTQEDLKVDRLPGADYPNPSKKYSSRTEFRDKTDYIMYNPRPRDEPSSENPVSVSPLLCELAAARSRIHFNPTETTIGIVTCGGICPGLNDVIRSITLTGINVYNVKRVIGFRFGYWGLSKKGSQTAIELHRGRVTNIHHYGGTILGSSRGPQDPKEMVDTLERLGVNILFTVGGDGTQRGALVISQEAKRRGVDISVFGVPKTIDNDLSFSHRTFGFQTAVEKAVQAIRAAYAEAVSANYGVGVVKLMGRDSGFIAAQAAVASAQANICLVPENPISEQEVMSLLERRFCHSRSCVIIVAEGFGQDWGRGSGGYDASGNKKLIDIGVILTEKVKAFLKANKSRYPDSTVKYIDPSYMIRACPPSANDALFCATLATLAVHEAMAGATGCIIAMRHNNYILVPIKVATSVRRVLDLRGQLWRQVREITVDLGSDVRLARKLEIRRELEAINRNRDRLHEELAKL
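Compounds were pin-transferred as a titration series up to 57 uM into substrate buffer (0.5 mM F6P, 0.1 mM ATP, pH 8.0), then 1.25 nM PFK was added and reactions ran 45 min before ADP-Glo detection.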
TSHR antagonist = Antagonists of the Thyroid Stimulating Hormone Receptor: HTS campaign; Thyrotropin receptor (Homo sapiens), P16473; TSHR-expressing cells, TSH-stimulated cAMP HTRF, 2 h; hits give low values; activity change, negative = inhibition, % at 11.5 µM; actives 0.2% (n = 330,000);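 active = activity change below a set negative limit, meaning inhibition stronger than a set level, cut at about -70% in these data; inconclusive = activity change between two set negative limits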; also: % is scaled to controls: 0 for no effect and ±100 for the full control effect
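Read-out is FRET at 665 nm (cryptate excitation 337 nm) from a cryptate-tagged anti-cAMP antibody, competed by cell cAMP against cAMP-d2. Compounds are tested on freshly harvested TSHR cells challenged with 4nM TSH (EC80) for 2 hours at 37 deg C.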
Eya2 inh = qHTS Assay for Inhibitors of the Phosphatase Activity of Eya2; Potency, µM (titrated, usually from 76.9 µM), without a hit: at the top dose activity, negative = inhibition, hits mostly inhibitors; Protein phosphatase EYA2 (Homo sapiens), O00167; AID 488837, 2010; actives 0.006% (n = 330,000); recombinant Eya2, OMFP fluorescence dephosphorylation (OMFP is methylfluorescein phosphate); also: potency is read from the fitted curve at half-maximal effect; % is scaled to controls: 0 for no effect and ±100 for the full control effect
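Eya2 protein (added as 0.2 uM solution) was preincubated with compound for 10 min at ambient temperature in 50 mM HEPES pH 7.5, 50 mM NaCl, 5 uM MgCl2, 0.05% BSA, 1 mM DTT. OMFP (added at 50 uM) then reacted 10 min; fluorescence read at 485/525 nm.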
TCR act = Activators of T cell receptors: qHTS campaign | primary human leukocytes, anti-CD3, IL-2 HTRF, 48 h | Potency, µM (doses to about 9.22 µM), for the others: top-dose activation of IL-2 secretion, hits mostly activators | AID 504894, 2011 | 330,000 tested, under 10 active; also: % of control where 0% means no effect
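Primary human leukocytes were stimulated with a-CD3 beads plus compounds for 48 hr without co-stimulation; secreted IL-2 was quantified by HTRF using a-IL-2-K (europium cryptate) and a-IL-2-d2, excited at 320nm with acceptor emission read at 665nm.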
Active calls of the source: *; ? = inconclusive; . = no result given; [ ] = dose if it differs, or a comment. Unless noted, calls follow the shape of the dose curve; as a rule, active = well fitted curve in the direction sought with a large enough effect; inconclusive = small, poorly fitted or top-dose-only effect, or another doubt; inactive = no such curve, though single readings can be large; an effect the other way counts as inactive or inconclusive. Random draw from the library; 3% or so of the library scored in one or more.

SMILES	PTAP TSG101 blk	BCR signal inh	USP2a inh	Mito fusion act	ELG1 DNA repair	B2AR arrestin	uPA surface inh	Tb PFK inh	TSHR antagonist	Eya2 inh	TCR act
CCOC(=O)CCP(=O)(O)C(O)(c1ccccc1)c1ccccc1	-3%	-14%	2%	1%	10%	-1.8%	.	1%	6	31%	.
Cn1nnc(NC(=S)NC(=O)/C=C/c2ccco2)n1	-2%	7%	8%	-6%	14%	-0.9%	14%	-1%	16	-20%	-17%
CCOc1ncccc1C(=O)OCC(=O)NCCc1ccc(S(N)(=O)=O)cc1	-5%	?	0%	-1%	10%	-0.2%	0%	-3%	-13	-7%	-1%
Cc1[nH]c2ccccc2c1C(=O)C(=O)N1c2ccccc2CC1C (stereo unspecified)	-3%	0%	0%	2%	-9%	-0.1%	-3%	-2%	-3	-1%	-2%
CC(=O)Cn1ncc(N(C)Cc2ccccc2)c(Cl)c1=O	-5%	-1%	-2%	-3%	?	0.1%	-6%	-3%	0	12%	3%
CCCn1c2ccc(F)cc2c2nnc(SCCN3CCOCC3)nc21	-4%	-2%	3%	14%	-26%	0.4%	-15%	4%	-10	-1%	4%
Cc1cc(NS(=O)(=O)c2ccc(NC(=O)COc3ccc(Br)cc3)cc2)nc(C)n1	-3%	0%	4%	-3%	11%	-1.0%	-9%	?	-2	-7%	-8%
COC(=O)c1sc2nc(CN3CCOCC3)nc(N3CCOCC3)c2c1C	-5%	-2%	1%	-7%	-4%	-0.7%	-2%	1%	22	-13%	-5%
Cc1ccccc1NC(=O)C(=Cc1ccc(C(=O)O)cc1)C(=O)Nc1ccccc1C	-1%	?	-3%	10%	12µM*	-0.1%	-11%	14%	1	-26%	-18%
CC(C)[C@H](NC(=O)[C@@H]1Cc2ccccc2CN1C(=O)OC(C)(C)C)C(=O)NCC1CCCO1 (stereo partly specified)	-4%	0%	1%	-5%	1%	-1.1%	3%	2%	1	14%	3%
C#Cc1ccc(CN2CCN(CCc3ccccc3)C(CCO)C2)cc1 (stereo unspecified)	-1%	0%	0%	-5%	-10%	-0.7%	4%	1%	3	?	20%
CCOC(=O)N1CCN(C(=O)/C=C/c2c(C)nn(-c3ccc(F)cc3)c2Cl)CC1	1%	-2%	2%	-1%	?	0.0%	-3%	1%	-6	-5%	-4%
Cc1ccccc1C(=O)OC1OC(=O)C(Cl)=C1Nc1ccc(C(=O)O)cc1 (stereo unspecified)	-2%	-1%	3%	6%	2%	0.0%	2%	1%	23	14%	-2%
CC(C)n1c(O)c(N=NC(=O)CNC(=O)c2cccnc2)c2ccccc21	-4%	0%	1%	-3%	1%	0.1%	2%	4%	-6	9%	6%
CCCCOc1cc(=O)[nH]c(=O)[nH]1	-2%	9%	2%	-1%	2%	-0.3%	1%	-11%	4	3%	-6%
COCCCNC(=O)C(=O)NC1CCCCCC1	-2%	?	3%	-3%	?	0.1%	-3%	-2%	-1	-8%	-12%[46.1 µM]
CCc1nc(SCc2ccccn2)[nH]c(=O)c1C	-2%	?	-1%	1%	?	-0.1%	1%	3%	2	8%	-9%
CCOc1ccc(NC(=O)CN(C)C(=O)C2CSC3(C)CCC(=O)N23)cc1OCC (stereo unspecified)	-1%	?	-1%	-2%	1%	-0.2%	-4%	-1%	-3	-5%	-2%
COC(=O)[C@H](C)NC(=O)Nc1ccc(OC)c(OC)c1	1%	-3%	-3%	-1%	15%	-0.1%	-2%	-10%	1	-2%	-3%
Nc1nc(SCC(=O)Nc2ncc(C(F)(F)F)cc2Cl)n[nH]1	-4%	0%	9%	18%	-12%	0.1%	1%	6%	13	20%	0%
COCCNC(=O)C(=O)NCCN1CCOCC1	-1%	14%	1%	-2%	9%	-0.4%	3%	0%	2	0%	5%[46.1 µM]
CCOn1c(=O)c(-c2ccc(C)cc2)[n+]([O-])c2ccccc21	0%	3%	0%	15%	12%	0.2%	3%	-2%	5	-3%	6%
CC(C)(C)c1ccc(-c2nnc(SCC(=O)O)n2N)cc1	-2%	3%	-1%	3%	7%	-0.6%	-6%	0%	-10	5%	2%
CCOc1ccc(C(=O)NCC(=O)N2CCCCCCC2)cc1	-6%	1%	1%	-8%	-6%	0.3%	10%	0%	1	14%	-8%
Cc1cc(C(=O)COc2ccc(C#N)cc2)c(C)n1CC1CCCO1 (stereo unspecified)	0%	-5%	-1%	.	?	-0.2%	0%	0%	-7	-11%	-6%[46.1 µM]
COc1cccc(/C=C2\SC(=O)N(CCC(=O)NC3CCS(=O)(=O)C3)C2=O)c1 (stereo unspecified)	-3%	?	2%	0%	?	0.4%	-19%	1%	-3	4%	-6%
COc1cc(CCCN2C(N)=NC[C@@H]2Cc2ccccc2)cc(OC)c1OC	.	?	-2%	-7%	9%	-0.6%	8%	2%	-1	2%	-3%
CCOC(=O)c1cncc(C(=O)O)c1	1%	0%	3%	1%	16%	-0.8%	-2%	-6%	1	11%	4%
O=C(NNC(=O)C1CC(=O)N(Cc2ccccc2)C1)c1ccc(Br)cc1 (stereo unspecified)	-7%	0%	-1%	-2%	2%	-0.2%	-4%	1%	-2	11%	5%
CC(=O)Nc1ccc(NC(=O)CN2CCN(c3cccc(C(F)(F)F)c3)CC2)cc1	-7%	9%	0%	0%	1%	0.2%	-10%	-1%	0	1%	-5%
Cc1cc(=O)[nH]c(=S)[nH]1	-1%	?	2%	-1%	1%	-0.3%	31%[activator]	-22%	3	0%	0%
Cc1ccc(-c2ccc(CCC(=O)O)n2C(C)C)cc1	1%	9%	-2%	3%	7%	-0.4%	12%	0%	-6	13%	-5%
CC1CCc2nc3ccc(S(=O)(=O)N4CCC(C(=O)O)CC4)cc3c(C(=O)O)c2C1 (stereo unspecified)	-6%	0%	1%	1%	8%	0.4%	1%	-1%	4	-7%	3%
CCN1C(=O)CC(NCc2ccc3c(c2)OCO3)C1=O (stereo unspecified)	.	?	-8%	-4%	11%	0.1%	8%	-3%	2	-4%	.
CN(Cc1nccs1)C(=O)c1ccc(OC2CCN(Cc3ccccn3)CC2)cc1	-2%	-1%	3%	-1%	2%	-1.0%	4%	-1%	10	-7%	-5%
Cc1cc(NC(=O)c2cc(C3CC3)on2)n(-c2ccccc2)n1	1%	-3%	2%	0%	1%	-0.4%	3%	0%	1	-8%	2%
CC(NCCS(=O)(=O)c1ccc(Cl)cc1)c1cccc(Cl)c1 (stereo unspecified)	0%	-1%	-1%	4%	-19%	-0.1%	3%	-1%	-14	-4%	-2%
Cc1cc(Cl)ccc1OCC(=O)OC(C)C(=O)N(C)C (stereo unspecified)	-4%	4%	2%	1%	3%	-0.8%	-2%	-4%	5	1%	2%
CCN(CC)C(=O)Cn1cc(C(=O)C(=O)N2CCN(Cc3ccccc3)CC2)c2ccccc21	-4%	2%	-2%	-3%	24%	0.7%	1%	0%	18	?	8%
O=C(COC(=O)[C@@H]1CCCN1C(=O)c1cccs1)Nc1ccc(F)cc1[N+](=O)[O-]	-3%	4%	4%	1%	9%	-1.1%	-3%	-2%	3	-12%	0%
Nc1cc2ccncc2c2ccccc12	-3%	?	2%	-5%	1.8µM*	-0.8%	?	-7%	-6	-21%	1%
COC(=O)C1=CN(Cc2ccc(OC)c(OC)c2)C=C(C(=O)OC)C1c1ccc(O)cc1	0%	?	0%	4%	0%	0.0%	19%	-1%	0	3%	0%

Bioassay records (PubChem)
